# Screening results from PubChem.
# AMA1-RON2 inh = qHTS for Inhibitors of AMA1-RON; Towards Development of Antimalarial Drug Lead: Primary Screen | Plasmodium falciparum AMA1 (3D7) - RON2 peptide interaction | AlphaScreen AMA1-biotinylated RON2 peptide binding | Potency, µM (doses to about 58.2 µM), inactives show top-dose activity change, negative = inhibition, most hits filed as inhibitors | 360,000 compounds, 0.2% hits | AID 720542, 2013;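 note: potency is the fitted concentration of half-maximal effect; 0% = vehicle wells and -100% = peptide control; nearly all actives have a fitted effect of over 45% in size; some results filed as inactive show a strong effect at the top dose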
#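 AMA1 (3D7) with his tag at 25 nM final met compounds first, then biotinylated RON2 peptide at 25 nM; detection used donor plus acceptor beads, 10 µg/mL apiece, read by AlphaScreen after 30 min at room temperature.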
# Pf growth 48h = Primary qHTS for delayed death inhibitors of the malarial parasite plastid, 48 hour incubation | P. falciparum luciferase growth in erythrocytes, 48 h | Potency, µM (top dose mostly 28.7 µM), for the others: top-dose activity change, negative = inhibition, usual class: inhibitors | 310,000 compounds, 5.9% hits; note: potency is the fitted concentration of half-maximal effect; % is set by controls: 0 for no effect and ±100 for the full control effect
#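 Luciferase-expressing P. falciparum in infected erythrocytes (2% hematocrit, 0.1% parasitemia final) in RPMI 1640/0.5% Albumax were exposed to compound for 48 hours at 37 C, 5% CO2; growth read as luminescence.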
# Cycloheximide cs = Cycloheximide Counterscreen for Small Molecule Inhibitors of Shiga Toxin | AID 2314, 2010 | 300,000 compounds, 12% hits | cell reporter, cycloheximide protein synthesis inhibition counterscreen | max response, %; in the data active = max response mostly above about 13%, no sharp cut-off; inactive = mostly below about 14%; note: read at 38.3 µM for the half of the compounds with a filed dose; 0% is about no effect
# Pf growth 96h = Primary qHTS for delayed death inhibitors of the malarial parasite plastid, 96 hour incubation | AID 504834, 2011 | P. falciparum luciferase reporter growth, 96 h | 320,000 compounds, 6.9% hits | Potency, µM (top dose mostly 28.7 µM), inactives show at the highest dose activity change, negative = inhibition, most hits filed as inhibitors; note: potency is the fitted concentration of half-maximal effect; % is set by controls: 0 for no effect and ±100 for the full control effect
#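 Delayed-death screen, second-generation endpoint: infected erythrocytes, 2% hematocrit, 0.05% parasitemia final; 96 hours at 37 C, 5% CO2; luciferase detection reagent; luminescence decrease equals reduced growth.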
# TbPYK inhibitor = qHTS of Trypanosoma Brucei Inhibitors | pyruvate kinase (Trypanosoma brucei), Q57TT1 | TbPYK enzyme, Kinase-Glo Plus ATP luminescence, 45 min | Potency, µM (titrated, usually from 76.8 µM), for inactives: at the top dose activity, negative = inhibition, hits mostly inhibitors | 410,000 compounds, 0.12% hits | AID 624173, 2012; note: potency is the fitted concentration of half-maximal effect; % is set by controls: 0 for no effect and ±100 for the full control effect; nearly all actives have a fitted effect of over 50% in size
#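 Luminescent Kinase-Glo Plus end-point after 45 min room-temperature reaction of T. brucei pyruvate kinase started with 130 uM ADP (final). Buffer TEA 50 mM pH 7.2 with KCl, MgCl2, BSA, Tween-20; titration-based qHTS with fitted concentration-effect curves.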
# Shiga inhibitor = A qHTS for Small Molecule Inhibitors of Shiga Toxin. inhibition, % at 38.7 µM. AID 2315, 2010. Vero cells, Shiga toxin protein synthesis inhibition reporter. 290,000 compounds, 9.2% hits; in the data active = inhibition mostly above about 28%, no sharp cut-off; inactive = mostly below about 43%; note: 0% is about no effect
# LmPK inhibitor = qHTS Assay for Inhibitors of Leishmania Mexicana Pyruvate Kinase (LmPK); Q27686; purified LmPK, Kinase-Glo ATP luminescence, 1 h; Potency, µM (series often up to 57.5 µM), for the others: top-dose activity change, negative = inhibition, most hits filed as inhibitors; 290,000 compounds, 0.37% hits; note: potency is the fitted concentration of half-maximal effect; % is set by controls: 0 for no effect and ±100 for the full control effect
# Target sequence (Q27686 whole entry, looked up): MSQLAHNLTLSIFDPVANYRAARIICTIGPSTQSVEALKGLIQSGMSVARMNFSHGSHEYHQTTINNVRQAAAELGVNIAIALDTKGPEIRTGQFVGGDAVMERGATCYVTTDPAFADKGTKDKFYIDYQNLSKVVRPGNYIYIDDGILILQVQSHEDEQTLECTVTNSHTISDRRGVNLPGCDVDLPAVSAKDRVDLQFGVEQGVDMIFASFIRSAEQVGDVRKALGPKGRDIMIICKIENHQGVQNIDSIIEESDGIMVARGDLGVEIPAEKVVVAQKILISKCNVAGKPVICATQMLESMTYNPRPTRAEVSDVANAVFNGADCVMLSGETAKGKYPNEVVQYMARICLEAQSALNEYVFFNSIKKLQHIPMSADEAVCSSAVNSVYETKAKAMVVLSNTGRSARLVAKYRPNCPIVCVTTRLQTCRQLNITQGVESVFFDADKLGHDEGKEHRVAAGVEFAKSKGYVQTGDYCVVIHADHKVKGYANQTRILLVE
#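 Purified LmPK (0.1 nM) converted ADP (0.1 mM) to ATP with PEP (0.5 mM) in imidazole buffer pH 7.2 with KCl and MgCl2, 1 h at room temperature. ATP was read by Kinase-Glo luminescence; data normalized to uninhibited and no-enzyme controls.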
# Numbers without * were called inactive; ? = inconclusive; . = no result given; [ ] = another dose, or the depositor's remark. Unless noted, calls come from the whole dose curve; as a rule, active = well fitted curve in the direction sought with a large enough effect; inconclusive = small, poorly fitted or top-dose-only effect, or another doubt; inactive = no such curve, though single readings can be large; an effect the other way counts as inactive or inconclusive.
# Sample of the layout (2 entries):
SMILES,AMA1-RON2 inh,Pf growth 48h,Cycloheximide cs,Pf growth 96h,TbPYK inhibitor,Shiga inhibitor,LmPK inhibitor
COc1cccc(CN2CCNC(=O)C2CC(=O)NCCOc2cccnc2)c1OC (centres undefined),21%,7%,-3,41%[activator],0%,17,7%
O=C(O)CNS(=O)(=O)c1cccc(Cl)c1,6%,11%,-2,27%,-1%,3,-15%

# Results, from the start:
SMILES,AMA1-RON2 inh,Pf growth 48h,Cycloheximide cs,Pf growth 96h,TbPYK inhibitor,Shiga inhibitor,LmPK inhibitor
COc1cccc(CN2CCNC(=O)C2CC(=O)NCCOc2cccnc2)c1OC (centres undefined),21%,7%,-3,41%[activator],0%,17,7%
O=C(O)CNS(=O)(=O)c1cccc(Cl)c1,6%,11%,-2,27%,-1%,3,-15%
O=C(NCCc1c[nH]c2ccccc12)Nc1cccc2ccccc12,0%,.,6,-30%,-4%,5,0%
NC(C(=O)O)C(c1ccccc1)C(F)F (centres undefined),27%,13%,4,60%[activator],5%,14,-12%
COc1ccc(OC)c(/C=N/NC(=O)CC2C(=O)NN=C2C)c1 (centres undefined),14%,28%,-3,79%[activator],0%,-9,-2%
Cc1cc(C)c(S(=O)(=O)N(CC(=O)N2CCOCC2)C2CCCCC2)c(C)c1,6%,?,-6,?,0%,-9,-1%
O=C(Nc1nncs1)c1cccc(S(=O)(=O)N2CCCC2)c1,-4%,20%,-3,.,0%,11,-2%
CCOC(=O)N1CCN(C(=O)C2CCC(CNS(=O)(=O)c3ccccc3)CC2)CC1 (centres undefined),0%,9%,1,-1%,-6%,-10,0%
COc1ccc(C(O)(c2ccccc2OC)C(CN2CCOCC2)c2ccccc2)cc1 (centres undefined),?,?,8,30%,4%,-2,2%[11.5 µM]
Cc1c(NC(=O)C(C)Oc2ccccc2F)c(=O)n(-c2ccccc2)n1C (centres undefined),-5%,16%,-3,21%,-2%,-9,-4%
Cc1ccc(-n2c(SCC(=O)Nc3cc(C)on3)nc3c([nH]c4ccccc43)c2=O)cc1,5%,?,-1,?,-8%,20,0%
CC(=O)C1=C(c2ccccc2)NC(=O)NC1c1ccccc1OCC#N (centres undefined),3%,-8%,-3,.,3%,9,-9%
COc1cc(S(=O)(=O)N2CCCCCC2)ccc1Cl,6%,-11%,0,-5%,-2%,-18,0%
O=C(Nc1ccccc1)c1ccc(NCCc2ccccc2)c([N+](=O)[O-])c1,-1%,?,-2,?,-9%,-10,-5%
Cc1nc(C(F)(F)F)c(C(=O)N/N=C(\N)c2ccccn2)s1,-52%,?,8,?,-3%,12,-2%
COCCn1nnnc1SCC(=O)Nc1ccc2c(c1)OCO2,0%,8%,5,3%,-5%,16,-8%
Cn1c(=O)[nH]c(=O)c2c1nc(NCCN)n2CCOc1ccccc1,7%,-15%,-1,?,-4%,.,-5%
CCC(=O)Nc1ccc(NC(=O)CSc2nc3cc4c(cc3cc2C)CCC4)cc1,5%,?,-3,?,1%,11,2%
COc1ccc(-n2c(O)c(/C=N/NS(=O)(=O)c3cc(C)ccc3C)c3ccccc3c2=O)cc1OC,-1%,?,-3,0%,1%,-5,-5%
CC(C)c1ccc(Nc2nnc(SC3CCOC3=O)s2)cc1 (centres undefined),-2%,9%,6,22%,-5%,-4,2%
O=c1[nH]ncc(N2CCCCCC2)c1Cl,-9%,-2%,16,3%,-6%,0,-5%
CC(=O)N=C1SC2CS(=O)(=O)CC2N1c1c(Cl)cccc1Cl (centres undefined),0%,17%,1,?,4%,-6,0%
CC1(CCc2ccc3c(c2)OCO3)NCCc2c1[nH]c1ccccc21 (centres undefined),-4%,10µM*,-1,?,6%,-13,-1%
COc1cc(-c2nnc(SCC(=O)Nc3ccc4c(c3)OCCO4)o2)cc(OC)c1OC,3%,0%,-2,?,5%,16,6%
COc1cc(Br)cc2cc(C(=O)N3CCN(c4ccccn4)CC3)c(=O)oc12,-1%,.,6,-20%,1%,45,-5%

# An excerpt from above, limited to Pf growth 48h and Cycloheximide cs:
mol | Pf growth 48h | Cycloheximide cs
O=C(Nc1nncs1)c1cccc(S(=O)(=O)N2CCCC2)c1 | 20% | -3
CCOC(=O)N1CCN(C(=O)C2CCC(CNS(=O)(=O)c3ccccc3)CC2)CC1 (centres undefined) | 9% | 1
COc1ccc(C(O)(c2ccccc2OC)C(CN2CCOCC2)c2ccccc2)cc1 (centres undefined) | ? | 8
Cc1c(NC(=O)C(C)Oc2ccccc2F)c(=O)n(-c2ccccc2)n1C (centres undefined) | 16% | -3
Cc1ccc(-n2c(SCC(=O)Nc3cc(C)on3)nc3c([nH]c4ccccc43)c2=O)cc1 | ? | -1
CC(=O)C1=C(c2ccccc2)NC(=O)NC1c1ccccc1OCC#N (centres undefined) | -8% | -3

# A stretch from further up, as a working copy:
SMILES,AMA1-RON2 inh,Pf growth 48h,Cycloheximide cs,Pf growth 96h,TbPYK inhibitor,Shiga inhibitor,LmPK inhibitor
COc1cc(-c2nnc(SCC(=O)Nc3ccc4c(c3)OCCO4)o2)cc(OC)c1OC,3%,0%,-2,?,5%,16,6%
COc1cc(Br)cc2cc(C(=O)N3CCN(c4ccccn4)CC3)c(=O)oc12,-1%,.,6,-20%,1%,45,-5%

# Other compounds
SMILES,AMA1-RON2 inh,Pf growth 48h,Cycloheximide cs,Pf growth 96h,TbPYK inhibitor,Shiga inhibitor,LmPK inhibitor
Cc1ccc(NC(=O)c2ccc(CNS(=O)(=O)c3cccc(C(F)(F)F)c3)cc2)cc1,4%,.,-6,-6%,-12%,-20,5%
COc1ccc(CCN2C(=O)C3C4C=CC(C5CC45)C3C2=O)cc1OC (centres undefined),-1%,17%,5,36%[activator],3%,16,5%
Cc1cccc(C)c1NC(=O)CN(C)C(=O)c1ccc2nc[nH]c2c1,-2%,27%,.,9%,1%,.,.
COc1ccccc1/C=C/C(=O)Nc1cccc(C(C)=O)c1,-2%,15%,45*,0%,-2%,65*,-1%
CCOc1ccc(CCNC(=O)COC(=O)c2ccc(Cl)nc2)cc1OCC,-19%,?,.,4%,6%,.,.
CCN(C(=O)Cc1c(C(=O)O)n(CC)c2ccccc12)c1ccccc1C,-8%,5%,-1,42%[activator],5%,2,1%
COC(=O)C(O)(c1ccc(N(C)C(=O)COc2ccccc2)cc1)C(F)(F)F (centres undefined),0%,-11%,7,?,-4%,19,4%
O=[N+]([O-])c1cccc(C(=NCc2ccccc2)NO)c1,-11%,1%,-1,11%,-7%,-4,-8%
CC(=O)c1cc(C(=O)N2CCCC(C(=O)c3ccc(Cl)cc3)C2)cs1 (centres undefined),-2%,35%[activator],4,?,-9%,18,6%
CCOc1ccc(/C=C(\C(=O)O)c2ccc(S(=O)(=O)N3CCOCC3)s2)cc1OC,-1%,-6%,3,-29%,-4%,19,2%
COc1ccc(CC(=O)Nc2cc(=O)n(C)c(=O)n2C)cc1,2%,.,-7,3%,0%,-16,0%
CCOc1ccc(/C=C(/NC(=O)c2ccccc2Cl)C(=O)O)cc1,-5%,1%,-1,?,4%,-9,-1%
C=CCn1c(SCC(=O)NCc2cccs2)nnc1C1CCCCC1,10%,8%,-2,?,1%,-9,-1%
CC(C)CC(=O)NC(NC(=S)Nc1ccccc1)C(Cl)(Cl)Cl (centres undefined),16%,13µM*,1,3%,-7%,-4,2%
CC(=O)c1cccc(NC(=O)c2ccc(S(=O)(=O)N3CCCC3)cc2)c1,3%,-3%,7,25%,3%,35,1%
O=C(CSc1ncn[nH]1)Nc1ccnc2ccccc12,1%,.,-1,?,-7%,-11,3%
COC(=O)CSc1ccc2c(N)c(C(=O)OC)sc2c1,-3%,5%,-2,0%,4%,-9,-2%
CC1Sc2ccc(S(=O)(=O)CCC(=O)Nc3cc(F)ccc3F)cc2NC1=O (centres undefined),0%,12%,-5,?,6%,-8,-1%
CCC(C)NC(=O)COc1ccc(Br)c(C)c1 (centres undefined),11%,.,9,?,-2%,40,2%
COCCCn1c(=O)c2sccc2n(Cc2cccc(F)c2)c1=O,-11%,?,5,17%,1%,2,0%
O=C(c1ccc(N2CCOCC2)nc1)N1CCOCC1,5%,22%,1,8%,3%,58*,0%
FC(F)(F)c1ccccc1-c1nc(-c2ccncc2)no1,5%,?,40*,4%,0%,47*,1%
COc1ccc(-n2c(C)cc(C(=O)COC(=O)Cc3n[nH]c(=O)c4ccccc34)c2C)cc1,-10%,12µM*,-6,2.1µM*,1%,14,7%
Cc1nc(C(=O)NC2CC2)sc1C1(C)CC(c2ccccc2)=NO1 (centres undefined),0%,-11%,18*,-4%,4%,20,-18%
NC(=O)CN1CCCC1c1ccc2c(c1)OCCO2 (centres undefined),-13%,43%[activator],10,37%[activator],-5%,-3,0%
# The results go on:
SMILES,AMA1-RON2 inh,Pf growth 48h,Cycloheximide cs,Pf growth 96h,TbPYK inhibitor,Shiga inhibitor,LmPK inhibitor
CC(=O)N/C(=C\c1cccc([N+](=O)[O-])c1)C(=O)NC(C)C,17%,-12%,-2,-11%,-2%,8,-1%
O=C(c1ccc(Cl)s1)N1CCc2ccccc21,5%,170%[activator],36*,.,-6%,82*,-15%
COc1c(O)cc2oc(-c3ccc(O)cc3)cc(=O)c2c1O,-12%,368%[activator],13*,-7%,-6%,51*,-22%
O=C(CSc1nn(-c2ccc(Cl)cc2)c(=S)s1)NCC1CCCO1 (centres undefined),-2%,?,1,?,-1%,12,-5%
Cc1ccc(CS(=O)(=O)Cc2ccc(C(=O)NCCc3ccccc3)o2)cc1,6%,?,-2,49%[activator],-8%,-5,-3%
CCc1cc(-c2n[nH]c(C)c2-c2ccccc2Cl)c(O)cc1OC,61%[activator],?,32*,-14%,2%,80*,-1%
CNC(=O)c1cccn(Cc2ccc(C(F)(F)F)cc2)c1=O,-3%,0%,6,11%,-1%,26*,-1%

# Compound profiles (already shown). Order of values: AMA1-RON2 inh | Pf growth 48h | Cycloheximide cs | Pf growth 96h | TbPYK inhibitor | Shiga inhibitor | LmPK inhibitor
# Cc1nc(C(F)(F)F)c(C(=O)N/N=C(\N)c2ccccn2)s1 is entered as -52% | ? | 8 | ? | -3% | 12 | -2%
# CCOc1ccc(/C=C(/NC(=O)c2ccccc2Cl)C(=O)O)cc1 is entered as -5% | 1% | -1 | ? | 4% | -9 | -1%
# COc1ccccc1/C=C/C(=O)Nc1cccc(C(C)=O)c1 is entered as -2% | 15% | 45* | 0% | -2% | 65* | -1%
# CCOC(=O)N1CCN(C(=O)C2CCC(CNS(=O)(=O)c3ccccc3)CC2)CC1 (centres undefined) is entered as 0% | 9% | 1 | -1% | -6% | -10 | 0%
# CC(=O)N/C(=C\c1cccc([N+](=O)[O-])c1)C(=O)NC(C)C is entered as 17% | -12% | -2 | -11% | -2% | 8 | -1%
